MC4R barr agon – activates human MC4R beta-arrestin recruitment. P32245. U2OS MC4R beta-arrestin complementation, luminescence; percent of melanotan II response, DMSO zero. activation, % at 8.9 µM. 360,000 compounds, 0.98% hits. AID 540308;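 active = activation above a per-plate cutoff, the mean activation of sample wells on that plate plus 3 SD, cut at about 8% in these data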
m5-HT2A agonist – agonists of mouse serotonin 5-HT2A receptor (HTR2A) | P35363 | CHO-K1 mHTR2A beta-arrestin complementation, luminescence; percent of 30 µM serotonin response | activation, % at 7.6 µM | 360,000 compounds, 0.66% hits;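 active = activation above a run cutoff, the mean activation of all tested compounds plus 3 SD, cut at about 14% in these data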;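 note: 0% = plate median of compound wells and 100% = 30 µM serotonin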
Target sequence (P35363 whole entry, looked up): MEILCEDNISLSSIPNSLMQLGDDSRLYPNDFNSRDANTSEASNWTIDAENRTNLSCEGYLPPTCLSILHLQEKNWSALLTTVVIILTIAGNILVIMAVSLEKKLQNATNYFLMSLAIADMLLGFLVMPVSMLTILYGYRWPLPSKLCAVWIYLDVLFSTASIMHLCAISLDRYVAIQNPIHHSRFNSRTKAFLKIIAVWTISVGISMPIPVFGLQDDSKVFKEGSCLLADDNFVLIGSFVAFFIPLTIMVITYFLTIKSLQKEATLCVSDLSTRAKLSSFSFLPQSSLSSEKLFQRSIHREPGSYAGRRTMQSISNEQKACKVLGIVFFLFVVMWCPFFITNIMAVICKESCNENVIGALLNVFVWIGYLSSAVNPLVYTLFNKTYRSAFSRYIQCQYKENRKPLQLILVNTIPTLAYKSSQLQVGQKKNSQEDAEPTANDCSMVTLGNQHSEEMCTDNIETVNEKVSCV
Vif imaging – blocks HIV Vif function; HEK293T cells, Vif self-association by quenched fluorescence, imaging, 24 h; inhibition, % at 7.49 µM; 340,000 compounds, 0.35% hits; AID 602346; in the data active = inhibition above about 50%, passing the limit was not always enough; note: some results filed as inactive read as strong as hits
H9c2 protect – myocardial damage modulation in H9c2 cells; H9c2 cardiomyocytes, H2O2 injury protection, ATPLite, 2 h; protection from H2O2 cell death, % at 20 µM; 360,000 compounds, 0.63% hits;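 active = compounds giving at least 50% protection of heart cells from peroxide-induced death in the single-dose screen, raw or plate-pattern-corrected value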;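 note: 0% = DMSO wells with peroxide and 100% = DMSO wells without peroxide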
CaV13 ICDI inh – Disruptors of the CACNA1D IQ motif to Ca2+-dependent inactivation inhibitor domain association, primary screening, Förster resonance energy transfer in intact living …; HEK cells, CFP/YFP FRET ICDI-IQ, plate reader, 10 min; percent FRET-ratio fall versus neutral wells; inhibition, % at 12.3 µM; 340,000 compounds, 0.098% hits; AID 743397;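 active = mean replicate inhibition of at least 30% and at least 1% of replicates passing that level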;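 note: 0% = median of the neutral control wells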
MC4R antagonist – blocks human MC4R cAMP signaling. 360,000 compounds, 0.48% hits. AID 540295. P32245. MC4R-expressing cells, MTII-stimulated cAMP, LANCE TR-FRET. inhibition, % at 6.5 µM;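 active = inhibition above its plate's cutoff, the mean of tested wells on that plate plus 3 SD, cut at about 29% in these data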;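 note: 0% = Melanotan II alone and 100% = Melanotan II plus saturating MCL0020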
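Material: human MC4R-expressing U2OS cells. Probe or stimulus: Melanotan II challenge. Dosing: 6.5 µM single dose. Times: 30-min compound, 1-h challenge, 1-h detection, room temperature. Technique: TR-FRET with Eu-cAMP and labeled anti-cAMP, 671 nm. Replication: singlicate.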
ABCB6 inh MLPCN – blocks the human ABCB6 transporter; Q9NP58; K562-ABCB6 porphyrin accumulation, flow cytometry, 1 h; hits give low values; fluorescence ratio to DMSO, % at 10 µM; 360,000 compounds, 0.19% hits; AID 602162;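 active = fluorescence ratio to DMSO below 75%, the collection mean minus 3 SD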;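 note: signal is porphyrin accumulated inside mitochondria; 100% equals median channel fluorescence of DMSO control wells; lower ratio means ABCB6 inhibition with less porphyrin fluorescence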
aDG glyco act – increases alpha dystroglycan glycosylation. activation, % at 10 µM. 360,000 compounds, 0.22% hits. Pro5-aDG cells, alpha-DG glycosylation AlphaScreen (IIH6); 0% Pro5, 100% B10-LARGE cell signal;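 active = activation of at least 8% versus controls, or a plate z-score of at least 8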;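 note: Pro5 are CHO cells carrying HIG-tagged alpha-DG that lacks glycosylation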
PDI turbidity – PDI (human) enzyme inhibition; P07237; PDI insulin aggregation turbidity, A650, 90 min; inhibition, % at 10 µM; 350,000 compounds, 0.052% hits;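 active = mean inhibition across replicates of 30% or more, whatever share of single replicates reach that level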;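 note: absorbance from insulin aggregation driven by PDI reduction with DTT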
Target sequence (P07237 whole entry, looked up): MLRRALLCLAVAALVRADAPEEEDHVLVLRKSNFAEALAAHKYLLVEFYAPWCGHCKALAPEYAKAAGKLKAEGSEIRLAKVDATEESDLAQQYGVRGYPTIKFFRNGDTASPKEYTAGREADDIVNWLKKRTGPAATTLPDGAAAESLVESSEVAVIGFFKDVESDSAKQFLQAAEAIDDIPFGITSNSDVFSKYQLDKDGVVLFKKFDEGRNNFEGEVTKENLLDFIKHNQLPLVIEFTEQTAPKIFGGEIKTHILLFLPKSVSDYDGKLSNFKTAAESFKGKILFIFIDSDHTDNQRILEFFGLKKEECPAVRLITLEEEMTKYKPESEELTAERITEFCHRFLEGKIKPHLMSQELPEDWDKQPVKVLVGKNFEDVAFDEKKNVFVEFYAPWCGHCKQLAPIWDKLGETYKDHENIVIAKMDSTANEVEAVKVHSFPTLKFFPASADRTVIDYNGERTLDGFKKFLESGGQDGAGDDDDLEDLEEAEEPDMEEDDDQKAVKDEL
Glyco luc inh – N-linked glycosylation inhibition | D54 ERlucT glycosylation luciferase reporter, 24 h; percent of 100 nM tunicamycin response | reporter increase, % at 12.5 µM | 360,000 compounds, 0.23% hits;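 active = mean luciferase reporter signal, scaled so untreated is 0 and the glycosylation-blocking control 100, at or above a set limit in every replicate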;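 note: luciferase carries N-glycosylation sites so blocking glycosylation raises the light; 0% = median of neutral control wells and 100% = median of 100 nM tunicamycin wells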
* marks the source's active call; other numbers are inactive results; . = not tested or not shown.

SMILES	MC4R barr agon	m5-HT2A agonist	Vif imaging	H9c2 protect	CaV13 ICDI inh	MC4R antagonist	ABCB6 inh MLPCN	aDG glyco act	PDI turbidity	Glyco luc inh
Cc1ccc(Cc2c(-c3ccco3)nc3ccc(Br)cn23)cc1	.	-4	.	-6	-11	.	104	0.3	.	-1
CCOC(=O)CSc1nnc2n(C3CCCCC3)c(=O)c3c4c(sc3n12)CCCC4	-1.3	1	2	8	-7	2	90	-0.2	-2	1
COc1ccc(Cl)cc1C(=O)Nc1ccc(S(=O)(=O)N2CCCC2)cc1	-1.0	-2	.	0	-3	2	103	-0.3	1	4
CC(C)N=c1c([N+](=O)[O-])nn(C)n1O	-2.9	15*	-8	-12	-20	2	94	-0.1	3	1
COCC(C)NC(=O)c1ccc2c(c1)S(=O)(=O)c1ccccc1C2=O (configuration not stated)	-5.0	11	-7	2	-3	-5	103	-0.2	3	0
O=C(Nc1cc(Cl)cc(Cl)c1)C1C2C=CC3(O2)C1C(=O)N(CCCN1CCOCC1)C3C(=O)NC1CCCCC1 (configuration not stated)	0.3	2	10	4	-4	5	106	0.1	5	0
O=C(COC(=O)CC1SC(N2CCCC2)=NC1=O)Nc1ccc(Br)cc1 (configuration not stated)	2.6	10	-8	-4	-2	20	96	0.3	2	2
Cc1sc2ncnc(N3CCC(C(=O)NCC(=O)Nc4ccc(F)c(F)c4)CC3)c2c1C	-3.3	6	-22	-6	-10	0	89	1.6	2	-5
CN(c1ccc(OCC(=O)Nc2nc3ccccc3s2)cc1)S(=O)(=O)c1ccccc1	-3.0	6	-1	-20	-6	11	96	0.1	11	0
COc1ccc(C(=O)Nc2ccnn2C2CCN(C(=O)c3cnsn3)CC2)cc1	-4.1	5	-12	0	-5	-2	103	-0.1	1	0
COc1ccc(C(=O)OCn2nnc3ccccc3c2=O)cc1OC	0.0	4	-2	-5	.	0	99	0.0	1	-1
O=C(Nc1ccc(Oc2ccccc2)cc1)C1CC1	1.1	0	0	-15	-6	1	97	0.0	-7	-2
C=CCNC(=O)c1cc2c(C(F)(F)F)nn(C)c2s1	0.0	-2	-3	-2	.	11	97	0.0	2	2
CN(CC(=O)Nc1ccccc1C(F)(F)F)C(=O)CC1OC(=O)c2ccccc21 (configuration not stated)	-1.9	-3	0	9	.	-1	96	-0.2	2	3
Clc1ccc(-c2nc(N3CCOCC3)nc3ccccc23)cc1	1.8	-3	-4	7	-5	1	98	0.3	9	-5
CCc1ccc(NC(=O)CSc2nccn(-c3ccc4c(c3)OCCO4)c2=O)cc1	1.2	-3	1	-7	-7	7	108	-0.2	5	-2
CCc1cc(C(=O)N(CC)CC(=O)Nc2ccc(OC)cc2)sc1C	0.8	1	-13	-5	-15	16	101	0.1	-6	2
N#CC1=C(N)Oc2c(oc(CO)cc2=O)C1c1ccsc1 (configuration not stated)	-1.9	4	-7	-2	-4	4	89	-0.1	0	2
NC(=O)C1CCN(CCC(=O)Nc2ccc3c(c2)CCC3)CC1	-2.9	-3	-2	1	-5	0	85	0.0	-3	1
O=c1[nH]n(-c2ccccc2)c(=O)c2ccccc12	-0.1	9	.	-9	-4	-3	101	0.0	-1	3

Arranged by number of heavy atoms (low to high): 3 of the compounds above
SMILES	MC4R barr agon	m5-HT2A agonist	Vif imaging	H9c2 protect	CaV13 ICDI inh	MC4R antagonist	ABCB6 inh MLPCN	aDG glyco act	PDI turbidity	Glyco luc inh
C=CCNC(=O)c1cc2c(C(F)(F)F)nn(C)c2s1	0.0	-2	-3	-2	.	11	97	0.0	2	2
NC(=O)C1CCN(CCC(=O)Nc2ccc3c(c2)CCC3)CC1	-2.9	-3	-2	1	-5	0	85	0.0	-3	1
CN(CC(=O)Nc1ccccc1C(F)(F)F)C(=O)CC1OC(=O)c2ccccc21 (configuration not stated)	-1.9	-3	0	9	.	-1	96	-0.2	2	3

Other structures follow:
SMILES	MC4R barr agon	m5-HT2A agonist	Vif imaging	H9c2 protect	CaV13 ICDI inh	MC4R antagonist	ABCB6 inh MLPCN	aDG glyco act	PDI turbidity	Glyco luc inh
CC(C)OC(=O)CSc1nnc(Cc2ccccc2)n1CC1CCCO1 (configuration not stated)	0.3	-2	-4	6	-4	2	97	-0.3	-6	-2
O=C(Nc1cccc([N+](=O)[O-])c1)c1ccn[nH]1	-2.6	-1	5	-4	-4	6	98	-0.5	-5	1
CCOC(=O)c1sc(NC(=O)CCSC)nc1C	-1.4	1	-13	-5	-9	3	102	0.0	-1	-2
CC1(C)CC(=O)C2=C(C1)Oc1ncn3nc(-c4cccnc4)nc3c1C2c1ccccc1 (configuration not stated)	4.8	8	31	-3	.	-7	100	-0.3	-5	0
O=S(=O)(c1cccs1)n1cnc2ccccc21	-0.5	0	-5	12	.	6	101	-0.1	7	1
COc1ccccc1NS(=O)(=O)c1ccc(C)c(C(=O)NCCCN2CCCC2=O)c1	2.5	0	-4	7	-5	3	96	-0.2	-5	1
COc1ccc(CCNC(=O)C(=O)c2cn(CC(=O)N3CCCC3)c3ccccc23)cc1	-0.7	-2	-3	0	-15	5	97	0.1	7	0
CC(=O)Nc1ccc(C(=O)N2CCCCC2c2cc(C(=O)Nc3cccc4c3CCCC4)no2)cc1 (configuration not stated)	-1.9	1	1	1	-5	-3	98	-0.4	-1	15
Cc1c(Cl)cccc1N(CC(=O)NC1CCCCC1)S(C)(=O)=O	-1.2	-3	5	4	-5	-1	100	0.2	-2	2
CC1(C)CC(=O)C2=C(C1)OC(=O)CC2c1cccs1 (configuration not stated)	1.3	-2	4	-2	-4	11	104	0.3	4	3
COc1ccc(S(=O)(=O)Cc2ccc(C(=O)NC(C)C)o2)cc1	-0.1	1	7	10	-11	2	98	0.1	.	0
O=C(Nc1ccc2c(c1)CCCN2C(=O)c1ccco1)c1cc([N+](=O)[O-])ccc1Cl	-1.2	2	-10	5	-13	2	98	1.2	3	-15
O=C(NCc1cccnc1)C1CC(c2ccccc2Cl)=NO1 (configuration not stated)	-0.3	-1	0	4	4	25	102	0.0	-3	1
Cc1cc(C)cc(N(CC(=O)NCc2ccc(F)cc2)C(=O)c2snc(C(N)=O)c2N)c1	3.4	-1	1	2	-2	10	103	0.2	-5	0
COc1ccc(S(=O)(=O)N2CC(C)N(C(=O)N(C)C)C2C(C)C)cc1 (configuration not stated)	-2.2	4	9	-2	-3	-1	99	0.0	-36	-2
Cc1cc(C)cc(C(=O)Oc2cc(C)[nH]c(=O)c2[N+](=O)[O-])c1	-3.9	1	-19	5	-16	11	97	0.4	2	4
CCc1cccc(C)c1NC(=O)CCCN1C(=O)CN(C)C1=O	1.0	1	2	0	-6	3	102	0.1	-2	0
Cn1c(C(=O)OCC(=O)NCc2ccco2)cc2sccc21	-0.4	-1	7	6	-7	-3	96	0.1	-4	2
CCN(CC)S(=O)(=O)c1ccc(Oc2ccccc2)c(N)c1	-0.3	3	0	5	4	-3	90	0.0	-7	-1
CCN(CC)S(=O)(=O)c1ccc(N(C)C)c(NC(=O)CSCc2c(C)noc2C)c1	0.9	4	-7	6	-2	3	88	0.3	6	-2

(continued)
SMILES	MC4R barr agon	m5-HT2A agonist	Vif imaging	H9c2 protect	CaV13 ICDI inh	MC4R antagonist	ABCB6 inh MLPCN	aDG glyco act	PDI turbidity	Glyco luc inh
O=C(NNC(=S)Nc1ccc(Cl)cc1Cl)c1ccc(N2CCOCC2)c([N+](=O)[O-])c1	-3.3	-2	-5	-16	-2	-3	105	0.6	-4	3
Cc1cccc(N2CCN(C(=O)c3ccc(Cl)c(S(=O)(=O)NCc4ccco4)c3)CC2)c1C	-3.3	0	-23	-14	.	5	91	-0.1	21	18
COc1cc(NC(=O)c2sc3ncn(CC(=O)N4CCCCC4C)c(=O)c3c2C)cc(OC)c1OC (configuration not stated)	-0.4	3	.	33	-9	1	97	-0.4	2	3
O=C(N[C@@H](Cc1ccccc1)C(=O)OCc1ccccc1)c1nc[nH]c1C(=O)N1CCN(c2ccccc2)CC1	-0.6	-3	-4	-17	-9	15	95	0.2	5	0
Cc1nc2scc(-c3cccs3)c2c(=O)[nH]1	-1.3	-3	11	-4	-5	3	100	-0.2	1	1
CCn1c(COc2cccc3cccnc23)nnc1SCC(=O)OC	-0.5	2	0	9	-6	16	99	-0.2	16	0
N#CCOc1ccccc1/C=N/n1nnnc1N	0.5	1	4	0	-3	24	103	0.0	1	2
Cc1cc(C)n2nc(SCC(=O)NC3CCCCC3)nc2n1	-2.7	-3	21	1	-5	5	101	-0.1	1	-1
c1ccc2nc(-c3ccncc3)ccc2c1	-0.2	-5	14	-4	-5	-2	103	0.2	-1	6
COc1ccc(C2CC(c3ccccc3)=NN2C(=O)c2ccc(F)cc2)cc1 (configuration not stated)	-1.9	-9	-1	-5	-3	-3	98	0.0	6	-6
S=c1[nH]nc(-c2ccccc2)o1	0.3	2	0	14	1	25	94	-0.4	2	1
O=C(O)c1cc(-c2cccc([N+](=O)[O-])c2)nc2ccccc12	-0.3	2	2	-5	-4	5	101	0.0	10	3
CCNC(=O)C1(C)CCN(C(=O)c2ccc(C(=O)OC)cc2)C1 (configuration not stated)	-2.7	7	1	3	-9	-3	98	0.1	-4	2

Results in Glyco luc inh, ABCB6 inh MLPCN and MC4R barr agon, for two of the compounds above:
SMILES	Glyco luc inh	ABCB6 inh MLPCN	MC4R barr agon
O=C(NNC(=S)Nc1ccc(Cl)cc1Cl)c1ccc(N2CCOCC2)c([N+](=O)[O-])c1	3	105	-3.3
Cc1cccc(N2CCN(C(=O)c3ccc(Cl)c(S(=O)(=O)NCc4ccco4)c3)CC2)c1C	18	91	-3.3

Assay outcomes deposited in PubChem by several laboratories.
